# APE1 inh = qHTS Assay for Inhibitors of the Human Apurinic/apyrimidinic Endonuclease 1 (APE1); Potency, µM (doses to about 65.8 µM), for the others: at the highest dose activity change, negative = inhibition, hits mostly inhibitors; recombinant APE1, TAMRA/BHQ-2 abasic DNA cleavage fluorescence; actives 0.35% (n = 350,000); AID 2517, 2012;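 further: potency means the concentration at half of the fitted maximal effect; plate controls were vehicle for no effect and reference inhibitor for full effect; nearly all actives have a fitted effect of over 55% in size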
# Target sequence (P27695 whole entry, looked up): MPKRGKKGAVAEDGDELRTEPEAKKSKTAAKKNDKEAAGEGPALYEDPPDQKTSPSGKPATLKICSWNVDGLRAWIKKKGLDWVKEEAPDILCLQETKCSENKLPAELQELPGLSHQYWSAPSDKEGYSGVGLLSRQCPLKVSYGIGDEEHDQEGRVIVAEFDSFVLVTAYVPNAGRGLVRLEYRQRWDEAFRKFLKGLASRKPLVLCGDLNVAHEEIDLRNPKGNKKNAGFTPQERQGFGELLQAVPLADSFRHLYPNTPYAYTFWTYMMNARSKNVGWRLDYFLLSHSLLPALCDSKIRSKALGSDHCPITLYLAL
#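 Measures dequenching upon AP-site incision of a 5'-TAMRA/3'-BHQ-2 THF-containing duplex, 50 nM; human APE1 0.75 nM after 15 min room-temperature exposure to compound; kinetic three-point read at one-minute spacing.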
# POLB inh = qHTS Assay for Inhibitors of DNA Polymerase Beta. P06746. Pol beta primer extension/strand displacement, fluorescence kinetic. Potency, µM (doses to about 114 µM), for inactives: at the top dose activity change, negative = inhibition, most hits filed as inhibitors. actives 1.3% (n = 340,000). AID 485314, 2010; further: potency means the concentration at half of the fitted maximal effect; on the % scale 0 is the no-effect control and ±100 the full control effect
#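 Enzyme-only controls used 10 nM Pol beta; buffer lacking enzyme served as negative control. Compound preincubated 15 min, then 50 nM substrate added; 0 and 10 min reads at room temperature.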
# Glioma ERSR ind = qHTS for Inducers of the Endoplasmic Reticulum Stress Response (ERSR) in Human Glioma: qHTS | U87-MG GRP78 promoter luciferase reporter, 16 h | actives 0.02% (n = 420,000) | Potency, µM, inactives show at the highest dose activation, hits mostly activators; further: potency means the concentration at half of the fitted maximal effect; series mostly up to about 76 µM; % of control where 0% means no effect; nearly all actives have a fitted effect of over 35% in size
#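 ERSR induction read as luciferase luminescence (Bright-Glo, 10 min at room temperature) in stably transfected human U87-MG glioma cells exposed to compounds for 16 h, using GRP78 as sensor.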
# LDHA inh = qHTS assay for inhibitors of human lactate dehydrogenase; L-lactate dehydrogenase A chain (Homo sapiens), P00338; purified LDHA, NADH/diaphorase-resazurin fluorescence; stronger effect = lower value; activity change, % (values are at about 110 or 230 µM); actives 0.15% (n = 480,000); AID 1347041, 2019; in the data active means activity change below about -30%; inconclusive means mostly about -25% to -30%;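 further: plate controls were DMSO wells for no effect and wells without enzyme for full effect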
#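 Human LDH5 at 2 nM final in Tris HCl pH 7.4 with 0.06 mM NADH and 0.2 mM pyruvate, reacted 5 minutes at room temperature. Remaining NADH coupled via diaphorase/resazurin; resorufin fluorescence read at 0 and 20 minutes, normalized to enzyme-free and DMSO wells.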
# Pol eta inh = qHTS for Inhibitors of Polymerase Eta. DNA polymerase eta (Homo sapiens), Q9Y253. recombinant Pol eta, fluorescent DNA replication assay. Potency, µM (highest dose often 114 µM), inactives show top-dose activity change, negative = inhibition, hits mostly inhibitors. actives 1.2% (n = 390,000); further: potency means the concentration at half of the fitted maximal effect; on the % scale 0 is the no-effect control and ±100 the full control effect
# Target sequence (Q9Y253 whole entry, looked up): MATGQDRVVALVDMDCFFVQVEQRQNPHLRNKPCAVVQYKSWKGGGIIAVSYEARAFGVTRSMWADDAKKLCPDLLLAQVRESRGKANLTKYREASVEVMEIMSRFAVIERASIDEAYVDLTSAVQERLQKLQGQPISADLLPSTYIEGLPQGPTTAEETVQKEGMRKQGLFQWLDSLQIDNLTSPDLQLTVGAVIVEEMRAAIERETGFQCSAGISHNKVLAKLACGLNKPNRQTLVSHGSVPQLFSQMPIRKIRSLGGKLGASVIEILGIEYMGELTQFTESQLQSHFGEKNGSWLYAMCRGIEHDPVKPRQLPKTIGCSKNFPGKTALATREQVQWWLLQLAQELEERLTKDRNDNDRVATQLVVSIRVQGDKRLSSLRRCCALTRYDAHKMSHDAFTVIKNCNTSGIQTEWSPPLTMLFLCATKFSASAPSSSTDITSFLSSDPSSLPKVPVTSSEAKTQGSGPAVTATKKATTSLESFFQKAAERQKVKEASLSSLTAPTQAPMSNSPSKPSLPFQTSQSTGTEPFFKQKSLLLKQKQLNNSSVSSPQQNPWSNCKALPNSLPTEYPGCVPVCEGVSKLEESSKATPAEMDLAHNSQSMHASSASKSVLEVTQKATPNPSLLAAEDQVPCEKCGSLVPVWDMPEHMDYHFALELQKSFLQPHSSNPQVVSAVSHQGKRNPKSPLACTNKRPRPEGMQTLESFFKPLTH
#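 Pol eta (10 nM) was preincubated with compounds for 15 min at room temperature, after which fluorescent replication substrate (50 nM final) was added to start the reaction. Fluorescence was read kinetically at 0 and 10 min.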
# Apoferritin bind = qHTS Assay for Identification of Novel General Anesthetics. apoferritin/1-aminoanthracene competitive binding, fluorescence. Ferritin light chain (Equus caballus), P02791. actives 0.074% (n = 350,000). AID 485281, 2010. Potency, µM (highest dose often 77.5 µM), for the others: at the top dose activity change, negative = displacement, hits mostly inhibitors; further: potency means the concentration at half of the fitted maximal effect; on the % scale 0 is the no-effect control and ±100 the full control effect; nearly all actives have a fitted effect of over 20% in size
#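 Apoferritin-based anesthetic binding model; compound displacement of fluorescent 1-AMA measured as endpoint fluorescence after 10 minutes at room temperature, scaled to free-ligand and complex controls.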
# BLM helicase inh = qHTS Assay for Inhibitors of Bloom's syndrome helicase (BLM); actives 0.2% (n = 350,000); recombinant BLM DNA unwinding, fluorescence dequenching; RecQ-like DNA helicase BLM (Homo sapiens), P54132; Potency, µM (titrated, usually from 56.1 µM), without a hit: at the highest dose activity change, negative = inhibition, most hits filed as inhibitors;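 further: potency means the concentration at half of the fitted maximal effect; plate controls were vehicle for no effect and no enzyme for full effect; nearly all actives have a fitted effect of over 35% in size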
# POLK inh = qHTS for Inhibitors of Polymerase Kappa; actives 0.53% (n = 400,000); purified Pol kappa, fluorescent DNA synthesis assay, 10 min; Potency, µM (highest dose often 107 µM), without a hit: top-dose activity, negative = inhibition, hits mostly inhibitors; DNA polymerase kappa (Homo sapiens), Q9UBT6; AID 588579, 2011; further: potency means the concentration at half of the fitted maximal effect; on the % scale 0 is the no-effect control and ±100 the full control effect
#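 Enzyme at 10 nM met test compounds for 15 min at room temperature. Substrate addition (50 nM final) began the reaction, which was monitored by fluorescence at 0 and 10 min.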
# Pol iota inh = qHTS for Inhibitors of Polymerase Iota; DNA polymerase iota (Homo sapiens), Q9UNA4; Pol iota fluorescent replication assay, 10 min; Potency, µM (doses to about 115 µM), for the others: at the top dose activity, negative = inhibition, most hits filed as inhibitors; actives 1% (n = 390,000); further: potency means the concentration at half of the fitted maximal effect
#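 Pol iota at 10 nM preincubated 15 min with compounds at room temperature; reaction started with fluorescent substrate, 50 nM final. Fluorescence read kinetically at 0 and 10 min; buffer-only wells as negative control.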
# Starred values were filed as active, the others as inactive; ? = inconclusive; · = not tested or not shown; & = joins results of further samples; [ ] = dose if it differs, or a comment. Unless noted, the call rests on the fitted dose curve; in most records, active means well fitted curve in the direction sought with a large enough effect; inconclusive means small, poorly fitted or top-dose-only effect, or another doubt; inactive means no such curve, though single readings can be large; an effect the other way counts as inactive or inconclusive. A portion of the library. The share of hits here may be higher or lower than overall.
SMILES,APE1 inh,POLB inh,Glioma ERSR ind,LDHA inh,Pol eta inh,Apoferritin bind,BLM helicase inh,POLK inh,Pol iota inh
CCc1ccc(N(C(C)=O)c2nc(CCl)cs2)cc1,12%,-13%,-2%,-9,1%,-17%,4%,-8%,-2%
O=C(CN1CCN(c2cccc(C(F)(F)F)c2)CC1)NCc1ccccc1,1%,?,-3%,1,-7%,-16%,-4%,-9%,107%[activator]
Nc1cc(=O)nc(SCC(=O)Nc2ccccc2)n1-c1ccccc1,-2%,18%,-3%,-2,-13%,-22%,-1%,-3%,119%[activator]
O=C(O)CCCn1cc(NC(=O)c2ccc(Br)o2)cn1,2%,15%,-2%,3,-10%,-5%,0%,-12%,120%[activator]
Cc1ccc(CN2CCCn3nc(C(=O)NCCC(C)C)cc3C2=O)cc1,·,6%,0%,-2,-1%,3%,0%,-9%[60.1 µM],6%
CCOC(=O)C1=C(COC(=O)CNC(=O)c2ccc(C(C)(C)C)cc2)NC(=O)NC1C (stereo unspecified),-10%,·,0%,-3,-7%,·,·,-15%,3%
COc1ccccc1N1CCN(c2ccc3cc(S(=O)(=O)N4CCCCC4)ccc3n2)CC1,71%[activator],-1%&-3%,-5%&-4%,0&2,-15%&-15%,-4%,-6%&-8%,1%&-9%,38%&9%[activator]
Nc1c(-c2ccccn2)cnn1-c1nc(-c2ccc(F)cc2)cs1,-9%,-2%,-5%,2,-1%,-7%,-6%,9%,30%
COc1ccc(OC)c(S(=O)(=O)N2CCC(C(=O)N3CCc4ccccc4C3)CC2)c1,2%,5%,-6%,0,-4%,2%,-5%,-15%,2%
Cc1ccccc1C(=O)NNC1CC(=O)N(c2ccc3c(c2)OCCO3)C1=O (stereo unspecified),6%,2%,-1%,-3,-14%,-9%,2%,-22%,21%
CC(C)(C)c1ccc(C(=O)Nc2cccc(C(=O)N3CCOCC3)c2)cc1,17%,-8%,1%,0,-9%,-9%,-7%,-7%,8%
Nc1ccc2oc3ccccc3c2c1,2%,0%,7%,9,-17%,2%,-12%,-14%,41%[activator]
Cc1c(-c2nc(-c3ccc4c(c3)OCO4)no2)nnn1-c1ccc(Br)cc1F,·,-3%,·,-16,·,-3%,-3%,-2%,15%
Cc1ccc(S(=O)(=O)N2CCN(C(=O)COC(=O)/C=C/c3cccc(Cl)c3)CC2)c(C)c1,·,·,-4%,0,-5%,·,·,6%,15%
C=CCNC(=O)C1CC(=O)N(c2ccc(C)cc2)C1 (stereo unspecified),20%,18%,-5%,-5,-18%,-10%,0%,3%,65%[activator]
Cc1cc(C)c(S(=O)(=O)Nc2ccccc2)c(C)c1,·,·,-4%,-1,-10%,·,·,-8%,-11%
CN(c1ncnc2c1c(-c1ccccc1)cn2-c1ccc(F)cc1)C1CCCCC1,·,11%,-2%,-2,-14%,-1%,-10%,-9%[60.1 µM],-5%
CCCCNC(=O)NS(=O)(=O)c1ccc(NC(=O)C(NC(N)=O)C(C)CC)cc1 (stereo unspecified),-4%,0%,-5%,-4,-12%,-9%,-3%,-5%,43%[activator]
Cc1ccc2c(c1)N(CC(=O)NCCCc1ccccc1)C(=O)c1cccnc1O2,1%,24%,-4%,0,-21%,-21%,-1%,-18%,-13%
COC(=O)C1CN(C(=O)COc2cc(C)cc(C)c2)c2ccccc2O1 (stereo unspecified),-16%,1%,-3%,2,-11%,1%,-4%,5%,26%
CCC/S(CC1CC1(Cl)Cl)=N\S(=O)(=O)c1ccc(C)cc1 (stereo unspecified),0%,-4%,-3%,-16,-2%,-11%,-10%,-9%,?
CCCn1c(C(C)Nc2nc(-c3ccc(Cl)c([N+](=O)[O-])c3)cs2)nc2cc(Cl)c(N3CCCCC3)cc21 (stereo unspecified),-12%,-2%,-3%,-1,-4%,-18%,-8%,-5%,-16%
COc1ccc(CNc2cc(-c3ccoc3)ncn2)c(OC)c1,-4%,·,0%,·,·,·,-3%,-6%[60.1 µM],·
CCCn1c(-c2cc(OC)c(OC)c(OC)c2)nc2nc3ccccc3nc21,-6%,3%,0%,0,-2%,-23%,2%,-3%,22%
Cc1ccc(CN(C(=O)c2ccc(OCC(C)C)cc2)c2ccccn2)o1,·,0%,0%,-3,-15%,37%[activator],-9%,-24%,23%

# The list goes on (four carried over from the part before).
SMILES,APE1 inh,POLB inh,Glioma ERSR ind,LDHA inh,Pol eta inh,Apoferritin bind,BLM helicase inh,POLK inh,Pol iota inh
CCCn1c(C(C)Nc2nc(-c3ccc(Cl)c([N+](=O)[O-])c3)cs2)nc2cc(Cl)c(N3CCCCC3)cc21 (stereo unspecified),-12%,-2%,-3%,-1,-4%,-18%,-8%,-5%,-16%
COc1ccc(CNc2cc(-c3ccoc3)ncn2)c(OC)c1,-4%,·,0%,·,·,·,-3%,-6%[60.1 µM],·
CCCn1c(-c2cc(OC)c(OC)c(OC)c2)nc2nc3ccccc3nc21,-6%,3%,0%,0,-2%,-23%,2%,-3%,22%
Cc1ccc(CN(C(=O)c2ccc(OCC(C)C)cc2)c2ccccn2)o1,·,0%,0%,-3,-15%,37%[activator],-9%,-24%,23%
S=c1nc(COc2ccccc2)[nH]c2ccccc12,-6%,39%,2%,-2,-10%,1%,-5%,-5%,9%
COCc1nnc(NC(=O)c2ccc(S(=O)(=O)N(C)C3CCCCC3)cc2)o1,10%,0%,-2%,-1,-14%,-13%,-2%,-13%,-2%
O=C(CNC(=O)c1ccncc1)N/N=C/c1cc(Br)ccc1OCc1ccccc1,?,4%,-4%,-8,1%,-19%,-9%,-5%,129%[activator]
COc1ccccc1N=C(C)C1=C(O)CC(c2ccccc2)CC1=O (stereo unspecified),4%,-1%,-4%,1,-23%,-18%,-3%,-2%,115%[activator]
Cc1[nH]nc2c1C(c1ccccc1F)NC2=O (stereo unspecified),2%,3%,-3%,-8,-22%,-1%,2%,4%,10%
Cc1nn(CC(=O)N2CCC(C)CC2)c(=O)c2cc3occc3n12,·,-15%,-1%,0,-12%,-3%,-1%,-9%,18%
Cc1cccc(NC(=O)CSCC(=O)N(CCC(C)C)c2c(N)n(Cc3ccccc3)c(=O)[nH]c2=O)c1,-9%,·,-4%,-9,-16%,·,·,-12%,-6%
CSc1nncc(-c2ccc(F)cc2)n1,0%,1%,0%,-7,?,?,-1%,-11%,18%
COc1ccc(COC(=O)NNC(=O)c2ccc(OC)cc2)cc1,15%,37%,0%,-22,-14%,-5%,-1%,8%,?
O=C(NC1CCCCC1)c1cc(Nc2ccccc2)nc2ccccc12,·,3%,-4%,-6,9%,474%[activator],-4%,-9%[60.1 µM],5%
CCCCOc1ccc(-c2nnn(C(C)(C)C(=O)OC)n2)cc1,-2%,-3%,3%,-9,-11%,12%,-6%,-12%,?
COC(=O)c1c(NC(=O)CN2CCC3(O)CCCCC3C2c2ccccc2OC)sc(C)c1C (stereo unspecified),4%,-2%,-5%,-7,-8%,-22%,-15%,-7%,18%
CCOC(=O)/C(C#N)=C/c1cc2ccccc2nc1Cl,1%,6%,0%,1,1%,?,0%,-2%,18%
O=C(Nc1nnc(Cc2ccccc2)s1)c1cccnc1,17%,40%,2%,-1,-19%,-5%,-2%,3%,47%[activator]
CC(C)(C)Sc1nc(O)cc(=O)[nH]1,-6%,33%,-3%,-4,-11%,-9%,-2%,3%,3%
CC1CCc2c(sc(NC(=O)COC(=O)c3ccccc3NCc3ccco3)c2C#N)C1 (stereo unspecified),12%,-1%,-2%,-2,-6%,-16%,3%,0%,10%
Cc1ccccc1-c1nc(CN2CCSCC2)c(C)o1,-1%,0%,-2%,-1,0%,-7%,-6%,-16%,80%[activator]
COc1ccc(NC(=O)CSc2nc3ccccc3n2CC(=O)NCc2ccc(F)cc2)cc1,·,1%,-3%,-15,1%,4%,-3%,-1%[60.1 µM],12%
CCCCC(=O)Nc1c2c(nn1-c1ccc(C)cc1)CS(=O)(=O)C2,9%,4%,-3%,0,-8%,-2%,-3%,-8%,3%
O=C(CCC1CCCC1)N1CCN(C2CCCC2)CC1,-1%,16%,-4%,-24,-17%,-8%,0%,-9%,18%
COc1ccc(CN2CCNC(=O)C2CC(=O)NCCC2=CCCCC2)cc1OC (stereo unspecified),3%,0%,-3%,0,-10%,-7%,5%,-1%,12%
O=C(COc1ccc(-c2nnc(N3CCCCC3)c3ccccc23)cc1)N1CCCCC1,-1%,-2%,-8%,2&5,8%,1%,2%,-18%,-2%
CCOC(=O)c1c(C)[nH]c(C(=O)C(C)OC(=O)c2ccc(NC(=O)CC#N)cc2)c1C (stereo unspecified),11%,·,-3%,-9,-21%,·,·,-16%,-18%
CC1CCN(S(=O)(=O)c2ccc(NC(=O)c3ccco3)cc2)CC1,-4%,-9%,3%,-4,-16%,-3%,-4%,-8%,64%[activator]
COc1cccc(CN2CCN(Cc3c(C)nn(C(C)C)c3C)CC2CCO)c1 (stereo unspecified),8%,41%,0%,-3,-5%,0%,1%,-10%,-13%
Cc1cc(OCc2nn[nH]n2)c2c(-c3ccccc3)cc(=O)oc2c1,-2%,23%,-3%,0,-13%,-7%,0%,-2%,2%
O=C(O)CCCC(=O)NNC(=O)c1cccc(Br)c1,-1%,27%,-3%,3,3%,-2%,1%,-6%,34%[activator]
CCOC(=O)CCNC(=O)c1ccc2nc(C3CCCCC3)oc2c1,53%,-1%,-1%,1,-6%,-4%,0%,-2%,18%
Cc1ccc(N/N=C(\C#N)C(=N)N2CCCCCC2)cc1,-3%,5%,-8%,-9,-14%,-12%,3%,4%,34%[activator]
